CD40 NFkB inh = inhibitors of CD40-induced NF-kB signaling, primary screen, BL2 cells, luciferase reporter, single point | actives 0.94% (n = 83,000) | AID 1053188, 2014 | inhibition, % at 10 µM | CD40L-induced, 4 h;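 active = mean inhibition of at least 50% with a set share of replicates also reaching that level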;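 also: 0% = neutral control wells and 100% = IKK inhibitor VII at 50 µM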
The depositor's hits bear a star. This is a subset; the hit share may differ from the screen's.

smiles	CD40 NFkB inh
CCOCCCNC(=O)c1ccc2c(c1)N(Cc1ccccc1)C(=O)CS2=O (configuration not stated)	-1
O=C(NCc1ccccc1Cl)C1CCN(c2cnccn2)CC1	5
O=C1CC(c2cccs2)c2cc3c(cc2N1)OCCO3 (configuration not stated)	1
COc1ccc(CC(=O)Nc2cc(S(=O)(=O)N3CCCCC3)ccc2C)cc1OC	10
Cc1ccc(S(=O)(=O)N(C)C)cc1NC(=O)COC(=O)C1CC1	7
CC(=O)c1ccc(OCc2cc(C(=O)N3CCN4CCCC4C3)no2)cc1 (configuration not stated)	2

Three compounds from above, sorted by count of non-hydrogen atoms, descending:
smiles	CD40 NFkB inh
CCOCCCNC(=O)c1ccc2c(c1)N(Cc1ccccc1)C(=O)CS2=O (configuration not stated)	-1
Cc1ccc(S(=O)(=O)N(C)C)cc1NC(=O)COC(=O)C1CC1	7
O=C1CC(c2cccs2)c2cc3c(cc2N1)OCCO3 (configuration not stated)	1

Source: PubChem
